HDAC3 inh: human HDAC3 inhibition. inhibition, % at 8.3 µM. recombinant HDAC3, fluorogenic peptide/trypsin coupled, fluorescence. AID 2718. 320,000 tested, 0.15% active. O15379; in the data active means inhibition above about 26%, passing the limit was not always enough
TMEM16A act: mouse TMEM16A channel activation, primary screen; HEK293 TMEM16A/YFP-H148Q/I152L, iodide quench fluorescence; hits give low values; B-score at 10 µM; 340,000 tested, 0.3% active; AID 623877;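 active means fluorescence-ratio B-score plate-corrected deviation score at least 3 library SD below zero, with starting fluorescence score within 5 deviations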;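 further: channel opened by trigger with iodide after compound preincubation; score built on the fluorescence ratio of max minus min over baseline; more negative score means more quench and so TMEM16A activation or potentiation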
Target sequence (Q8BHY3 whole entry, looked up): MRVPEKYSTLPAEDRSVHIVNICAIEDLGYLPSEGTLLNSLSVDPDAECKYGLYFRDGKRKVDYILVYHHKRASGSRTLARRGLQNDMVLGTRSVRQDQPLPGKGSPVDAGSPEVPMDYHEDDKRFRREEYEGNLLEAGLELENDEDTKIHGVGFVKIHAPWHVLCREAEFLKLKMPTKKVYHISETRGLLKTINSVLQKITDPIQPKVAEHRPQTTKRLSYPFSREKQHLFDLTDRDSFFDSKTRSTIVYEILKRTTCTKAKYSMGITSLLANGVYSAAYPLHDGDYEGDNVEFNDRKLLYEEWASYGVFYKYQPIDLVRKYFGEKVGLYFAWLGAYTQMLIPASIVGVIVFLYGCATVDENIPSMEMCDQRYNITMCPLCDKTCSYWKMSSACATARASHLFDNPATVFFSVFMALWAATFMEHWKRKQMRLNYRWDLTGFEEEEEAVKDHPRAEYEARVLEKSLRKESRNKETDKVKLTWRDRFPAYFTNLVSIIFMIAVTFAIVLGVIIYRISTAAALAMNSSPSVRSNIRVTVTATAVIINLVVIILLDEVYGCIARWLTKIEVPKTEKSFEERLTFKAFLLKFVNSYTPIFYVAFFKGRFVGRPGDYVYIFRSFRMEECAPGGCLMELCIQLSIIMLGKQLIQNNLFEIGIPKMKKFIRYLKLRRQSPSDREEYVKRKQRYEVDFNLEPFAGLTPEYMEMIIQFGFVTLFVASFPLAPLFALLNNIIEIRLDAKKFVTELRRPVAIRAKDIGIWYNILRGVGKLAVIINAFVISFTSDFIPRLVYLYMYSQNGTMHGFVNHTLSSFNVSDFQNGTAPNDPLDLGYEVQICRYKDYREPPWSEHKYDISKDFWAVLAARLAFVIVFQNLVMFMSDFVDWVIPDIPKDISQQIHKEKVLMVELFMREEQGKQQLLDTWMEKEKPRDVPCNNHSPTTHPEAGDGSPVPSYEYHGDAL
MrgX1 antagonist: antagonists of human MrgX1 receptor | AID 588676 | MRGX1-HEK293 calcium flux, Fluo-4, BAM8-22 antagonism; hits give low values | Q96LB2 | B-score at 10 µM | 310,000 tested, 1.3% active;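 active means calcium-response B-score plate-corrected more than 3 library SD below zero, starting fluorescence within 5 deviations, no agonist response on first addition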;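 further: peak minus trough fluorescence over baseline after final BAM8-22 challenge near maximal dose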
SKKanGAS inh: SKKanGAS growth inhibition. 300,000 tested, 1.3% active. inhibition, % at 7.5 µM. S. pyogenes SKKanGAS, kanamycin growth, BacTiter-Glo, 6 h. AID 1662;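 active means mean replicate score, as percent of positive control median, at least 50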;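 further: strain carries kanamycin resistance gene driven by streptokinase promoter and grows in 40 µg/ml kanamycin; loss of luminescence reflects streptokinase promoter inhibition or plain growth inhibition; 0% = median of DMSO wells and 100% = positive control at its reference dose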
ANO1 block: inhibitors of mouse TMEM16A calcium-activated chloride channel | Q8BHY3 | HEK293 TMEM16A/YFP iodide influx fluorescence, ionomycin | normalized B-score (activity score, 25-100; higher = stronger inhibition) at 10 µM | 310,000 tested, 1.2% active | AID 588511;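 active means ratio plate-corrected score three or more library SD toward inhibition, starting fluorescence score within five deviations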;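 further: score derived from kinetic fluorescence span divided by baseline fluorescence per well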
RGS4 act: RGS4 potentiation or activation; 310,000 tested, 0.92% active; B-score at 10 µM; HEK293 M3R/inducible RGS4, carbachol calcium flux Fluo4; hits give low values;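 active means B-score of the integrated calcium signal more than 4 SD below the library mean, with starting fluorescence not abnormally high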;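 further: negative B-score means reduced calcium response which marks RGS4 activation or potentiation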
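test system = HEK293 cells with stable M3R and inducible RGS4 | schedule = recording 10 s baseline at 1 Hz, 100 s post-agonist | technique = Fluo4-AM (2 µM) calcium-flux fluorescence, kinetic read | measure = Agonist-evoked peak-minus-minimum fluorescence over baseline, integrated ratio, B score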
MrgX1 agonist: agonists of human MrgX1 receptor. MrgX1-HEK293 cells, Fluo-4 calcium fluorescence, agonist mode; hits give high values. B-score at 10 µM. 310,000 tested, 0.44% active. AID 588627;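 active means calcium response B-score plate-corrected fluorescence ratio at least 3 library SD, with starting fluorescence B-score inside 5 SD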
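Test system: Stable human MrgX1 HEK293 cell line | Schedule: Overnight plating before 1 h dye loading | Read-out basis: Baseline-normalised fluorescence change ratio, B-scored | Detection: Kinetic calcium dye fluorescence, Fluo-4 NW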
MrgX1 allo act: allosterically activates human MrgX1 receptor signaling; B-score at 10 µM; 310,000 tested, 0.63% active; Q96LB2; MrgX1-HEK293, Fluo-4 calcium flux, FDSS; hits give high values;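 active means plate-corrected calcium response at least 3 library SD above typical, normal starting fluorescence, not activating the receptor alone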;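 further: compound read alongside a low EC10 to EC30 dose of BAM8-22 agonist; peak minus trough fluorescence over baseline measured at the second addition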
TRPC6 inh: inhibitors of mouse TRPC6 channel; Q61143; HEK293-TRPC6, membrane potential dye, ACh-evoked depolarization; hits give low values; B-score at 10 µM; 310,000 tested, 1.1% active; AID 2553;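 active means B-score under library mean minus 3 SD, initial fluorescence not abnormally high, positive integrated signal ratio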;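 further: B-score derived from integrated fluorescence ratio over the kinetic read; more negative B-score means stronger inhibition of depolarization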
RGS4 inh: human RGS4 inhibition. P49798. HEK293 M3R/RGS4 inducible, Fluo-4 calcium flux; hits give high values; triggered by carbachol at its EC20. B-score at 10 µM. 310,000 tested, 0.45% active;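 active means B-score, a plate-corrected calcium signal, over three deviations above library mean, with baseline fluorescence within five deviations of library mean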;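 further: RGS4 expression induced by doxycycline in cells with stable M3 receptor; B-score is computed from the integrated fluorescence ratio over baseline after carbachol; higher B-score means a larger calcium signal and so more RGS4 inhibition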
TRPC6 act: mouse TRPC6 channel activation; 310,000 tested, 0.13% active; B-score at 10 µM; HEK293-TRPC6 membrane potential dye fluorescence; hits give high values;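 active means B-score of the integrated fluorescence ratio above library mean plus 3 SD, and starting fluorescence ratio within library mean plus 5 SD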;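 further: higher score means more depolarization so channel activation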
An asterisk follows results filed as active; i = inactive; · = not tested or not shown.

canonical_smiles	RGS4 act	MrgX1 agonist	TRPC6 inh	HDAC3 inh	TMEM16A act	TRPC6 act	SKKanGAS inh	MrgX1 antagonist	ANO1 block	RGS4 inh	MrgX1 allo act
O=[N+]([O-])c1cc(S(=O)(=O)N2CCCC2)ccc1N/N=C/c1ccccn1	i	i	i	-5.3	i	i	-8.4	i	i	i	i
COc1ccc(S(=O)(=O)N2CCOC2CNC(=O)C(=O)NCc2ccccc2OC)cc1 (stereo not drawn)	i	i	i	-1.4	i	i	-0.3	i	i	i	i
O=C(CCCCCn1c(SCc2ccncc2)nc2ccccc2c1=O)NCc1ccco1	i	i	i	4.9	i	i	-0.5	i	i	i	i
O=C(COC(=O)c1cnccn1)c1ccc(Cl)c([N+](=O)[O-])c1	i	i	i	3.7	i	i	0.6	i	i	i	i
COc1ccc(NC2CCCN(C(=O)c3cccs3)C2)cc1 (stereo not drawn)	i	i	i	1.2	i	i	0.6	i	i	i	i
O=C(Cn1nnc(-c2cc(Cl)ccc2-n2cnnn2)n1)N1CCCc2ccccc21	i	i	i	0.1	i	i	-7.8	i	i	i	i
CCCCNCc1cc(Br)c(OCC(=O)N2CCOCC2)c(OC)c1	i	i	i	3.9	i	i	0.4	i	i	i	i
CCOC(=O)c1ccccc1NC(=O)CSc1nnnn1C1CCCCC1	i	i	i	-0.9	i	i	-4.8	i	100*	i	i
Cc1cc(F)ccc1NC(=O)C1CCN(S(=O)(=O)c2ccc3c(c2)CCCC(=O)N3)CC1	i	i	i	0.8	i	i	-4.6	i	i	i	i
CCC(=O)Nc1ccc(NC(=O)CSc2nnc(-c3ccc(O)cc3)n2CC2CCCO2)cc1 (stereo not drawn)	i	i	i	-0.1	i	i	·	i	i	i	i
Nc1nncn1C(=O)c1c(Cl)cccc1Cl	i	i	i	-3.3	i	i	0.0	i	i	i	i
COC(=O)c1ccccc1NC(=O)c1cc(-c2ccco2)on1	i	i	i	1.9	i	i	-4.6	i	i	i	i
Nc1ccc(S(=O)(=O)Nc2nccs2)cc1	·	i	·	·	i	·	·	i	i	·	i
COc1cc2c(cc1OC)C(c1ccc(Br)cc1)NC(=O)C2 (stereo not drawn)	i	i	i	6.9	i	i	1.8	i	i	i	i
CCN(CC)CCCNC(=O)C(C)n1c2ccccc2c2nc(=O)cc(C)n21 (stereo not drawn)	i	i	i	4.8	i	i	-13.3	i	i	i	i
COc1ccccc1N1CCN(Cc2cccs2)CC1	i	i	i	-0.6	i	i	-4.3	i	i	i	i
COCCNc1oc(COc2cccc(C)c2)nc1C#N	i	i	i	7.3	i	i	1.1	i	i	i	i
O=C1C(=O)N(CCCN2CCOCC2)C(c2ccc([N+](=O)[O-])cc2)/C1=C(\O)c1ccc2c(c1)OCCO2 (stereo not drawn)	i	i	i	6.2	i	i	-1.3	i	i	i	i
CCOC(=O)c1cc2n(c1/N=C/N(C)C)-c1ccccc1C2=O	i	i	i	1.6	i	i	3.6	i	i	i	i
O=C(O)C1CCN(S(=O)(=O)c2ccc(N3CCCC3C(=O)O)c([N+](=O)[O-])c2)CC1 (stereo not drawn)	i	i	i	-10.4	i	i	-6.8	i	i	i	i
CCC(=O)Nc1c2c(nn1-c1ccc(F)cc1)CS(=O)(=O)C2	i	i	i	3.2	·	i	1.0	i	i	i	i
COc1ccc(C(=O)NCCCSC)cc1OC1CCN(C(C)C)CC1	i	i	i	5.9	i	i	-7.2	i	i	i	i
O=C(CSc1nccc(=O)[nH]1)Nc1ccccc1Sc1ccccc1	i	i	i	8.2	i	i	4.3	i	i	i	i
COC(=O)c1cccc(NC(=O)NC23CC4CC(CC(C4)C2)C3)c1	i	i	i	0.4	i	i	15.8	i	i	i	i
O=C(Nc1c(C(=O)N2CCCCC2)cnn1-c1ccccc1)c1ccccc1	i	i	i	3.6	i	i	-2.0	i	i	i	i
COc1ccccc1NC(=O)C1CCN(C(=O)NCc2ccccc2)CC1	i	i	i	-3.4	i	i	7.1	i	i	i	i
O=C(CCc1ccccc1)Nc1ccccc1	i	i	i	-4.3	i	i	4.7	i	i	i	i
C/C(N)=C(/C#N)C(=O)CN1C(=O)NC(Cc2c[nH]c3ccccc23)C1=O (stereo not drawn)	i	i	i	4.3	i	i	1.7	i	i	i	i
Cc1cc(NC(=O)COC(=O)COc2ccc(C(=O)c3ccccc3)cc2)no1	i	i	i	-13.4	i	i	-5.5	i	i	i	i
Cn1c(-c2cc3c(C(F)(F)F)nn(C)c3s2)n[nH]c1=S	i	i	i	2.3	i	i	-4.6	i	i	i	i
CC1(C)CC(=O)c2sc(NC(=O)c3ccc4ncsc4c3)nc2C1	i	i	i	1.8	i	i	38.2	i	i	i	i
Cc1c[nH]c(=O)c([N+](=O)[O-])c1	i	i	i	-2.7	i	i	-3.2	i	i	i	i
O=C(CCNC(=O)Cn1ccc2ccccc2c1=O)NCCCN1CCN(c2ccc(F)cc2)CC1	i	i	i	-4.0	i	i	1.7	i	i	i	i
CCOC(=O)c1nn(-c2ccc(C)cc2)c2nc(Nc3ccccc3)cc(=O)n12	i	i	i	-3.1	i	i	9.8	i	i	i	i
COc1ccc(N2CCN(S(=O)(=O)CCNC(=O)c3cc(=O)c4ccccc4o3)CC2)cc1	i	i	i	-0.7	i	i	-0.1	i	i	i	i
CNC(=O)c1ccccc1NC(=O)c1c(O)c2c([nH]c1=O)CCCC2	i	i	i	6.6	i	i	0.8	i	i	i	i
O=Cc1ccc(Sc2nnc(-c3ccccc3)o2)c([N+](=O)[O-])c1	i	i	i	2.5	i	i	-6.2	i	i	i	i
COc1ccc(CNC(=O)CCCNS(=O)(=O)c2cccc3nonc23)cc1	i	i	i	2.9	i	i	1.5	i	i	i	i
CCn1c(SCC(=O)Nc2ccc(NC(C)=O)cc2)nnc1C1CC1	i	i	i	-2.3	i	i	-0.6	i	i	i	i
COc1ccc(CCN2CC(C(=O)NCCc3ccccc3)CC2=O)cc1OC (stereo not drawn)	i	i	i	2.0	i	i	0.6	i	i	i	i
CCc1cc2c3c(c(=O)oc2cc1OC(C)C(=O)O)CCCC3 (stereo not drawn)	i	i	i	-47.1	i	i	3.5	i	i	i	i
COc1ccc(NC2CCCN(C(=O)CCC3=NNC(=O)CC3)C2)cc1 (stereo not drawn)	i	i	i	0.0	i	i	3.5	i	i	i	i
O=C(COC(=O)c1ccc(Sc2ccccc2)c([N+](=O)[O-])c1)NC1CCS(=O)(=O)C1 (stereo not drawn)	i	i	i	-5.7	i	i	-8.8	i	i	i	i
CCOc1cc(-c2noc(CCC(=O)N3CCOCC3)n2)ccc1OC	i	i	i	-6.9	i	i	-6.8	i	i	i	i
CCN(CC)S(=O)(=O)c1ccc(C(=O)NC2=NCCS2)cc1	i	i	i	16.2	i	i	-1.3	i	i	i	i
COc1cc(NC(=O)CSc2nnnn2Cc2ccc3c(c2)OCO3)cc(OC)c1	i	i	i	0.3	i	i	-10.6	i	i	i	i
Oc1ccc(NC(=S)Nc2ccc(O)cc2)cc1	i	i	i	-2.3	i	i	5.9	i	i	i	10.3*
COc1ccc(Cl)cc1NC(=O)CN(C)C(=O)C1CC(=O)N(Cc2ccc(C)cc2)C1 (stereo not drawn)	i	i	i	-0.9	i	i	-0.6	i	i	i	i
O=C(C1CCN(S(=O)(=O)N2CCCCC2)CC1)N1CCCCC1	i	i	i	2.1	i	i	1.5	i	i	i	i
CCCN(CCC)c1nc2ccccc2nc1C(C#N)C(=O)OCCOC (stereo not drawn)	i	i	i	·	i	i	3.8	i	i	i	i

(cont.)
canonical_smiles	RGS4 act	MrgX1 agonist	TRPC6 inh	HDAC3 inh	TMEM16A act	TRPC6 act	SKKanGAS inh	MrgX1 antagonist	ANO1 block	RGS4 inh	MrgX1 allo act
Cc1nc2oc3ccc(F)cc3c(=O)c2cc1C(=O)O	i	i	i	-10.9	i	i	5.9	i	i	i	i
Cc1cccc(NC(=O)C2NC(=O)CC2c2ccccc2)c1C (stereo not drawn)	i	i	i	4.7	i	i	0.3	i	i	i	i
NC(=O)Nc1ccc(C(=O)OCC(=O)Nc2ccc(Cl)cn2)cc1	i	i	i	2.9	i	i	-2.2	i	i	i	i
CC(CC(=O)Nc1ccncc1)c1ccccc1 (stereo not drawn)	i	i	i	-0.5	i	i	-5.1	i	i	i	i
CC(Sc1nnc(-c2cccs2)n1-c1ccccc1)C(=O)NCc1ccco1 (stereo not drawn)	i	i	i	-4.1	i	i	-6.4	i	i	i	i
CNC(=O)c1c(NC(=O)c2ccc(S(=O)(=O)N3CCCC3)cc2)sc2c1CCN(C(C)C)C2	i	i	i	7.3	·	i	3.2	i	i	i	i
CCOc1ccc(NS(=O)(=O)c2cnc(Cl)c(Cl)c2)cc1	i	i	i	2.0	i	i	28.2	i	i	i	i
CC1(C)CCCC2=C1CC1C(=O)N(O)C(=O)C1C2 (stereo not drawn)	i	i	i	0.3	i	i	-2.0	i	i	i	i
O=S(=O)(NCCSc1ccccn1)c1ccc(Br)cc1	i	i	i	-14.0	i	i	2.5	i	i	i	i
CC(C)OC(=O)c1cc(NC(=O)C2C3C=CC(O3)C2C(=O)O)cc(C(=O)OC(C)C)c1 (stereo not drawn)	i	i	i	-1.7	i	i	-4.3	i	i	i	i
COc1ccc(OC)c(CNC(=O)CCn2nc(C)c3c(C)n(-c4ccccc4)nc3c2=O)c1	i	i	i	-2.8	i	i	0.2	i	i	i	i
CNC(=S)N/N=C1\C(=O)c2cccc3cccc1c23	-7.79*	i	i	4.8	i	i	20.9	i	i	i	i
CC(Sc1ccc(Cl)cc1)C(=O)NCc1cccnc1 (stereo not drawn)	i	i	i	0.4	i	i	-2.5	i	i	i	i
CN(C)CCCN1C(=O)C(O)=C(C(=O)c2cc3ccccc3o2)C1c1ccccc1 (stereo not drawn)	i	i	i	-5.8	i	i	-4.9	i	i	i	i

Assay outcomes as filed in PubChem.
